# Screening results (PubChem)
# Shn3 inh set2 = Schnurri-3 reporter inhibition in Clone20 osteoblasts; Clone20 osteoblast Shn3 3'UTR firefly luciferase, 24 h; inhibition, % at 12.5 µM; 360,000 compounds, 0.52% hits; AID 588674;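 active means mean inhibition of at least 75% with every replicate also reaching 75%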;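 further: 0% = median of neutral control wells and 100% = pilot-screen positive control compound; some compounds past the cut are filed as inactive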
# MITF TRPM1 inh = inhibitors of MITF-driven TRPM1 promoter in melanoma cells. SK-MEL-5 TRPM1 promoter luciferase, 24 h. inhibition, % at 12.5 µM. 330,000 compounds, 0.83% hits;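 active means mean inhibition across replicates of 60% or more, whatever share of single replicates reaches that level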; further: values of inactives mirror those of a sister screen read the other way
# HIF-2a inh = HIF-2a inhibition. 360,000 compounds, 0.72% hits. 786-0 RCC cells HIF-2a reporter, luciferase luminescence, overnight. inhibition, % at 18.8 µM;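 active means inhibition of the luminescence signal of 40% or more relative to plate controls, in a single-dose primary screen at 18.75 µM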
# NR2E3 ag-1 = agonists of human NR2E3 nuclear receptor. CHO-S Gal4-NCOR/VP16-NR2E3 two-hybrid, luciferase. Q9Y5X4. AID 602229. 360,000 compounds, 0.35% hits. inhibition of corepressor binding, % at 3.98 µM;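 active means inhibition above the mean of all tested compounds plus 3 SD, cut at about 70% in these data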;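 further: 0% = DMSO with NR2E3 transfected cells and 100% = cells lacking NR2E3 construct; higher means lower luciferase signal from less NR2E3 corepressor binding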
# Target sequence (Q9Y5X4 whole entry, looked up, the tested form may be a part): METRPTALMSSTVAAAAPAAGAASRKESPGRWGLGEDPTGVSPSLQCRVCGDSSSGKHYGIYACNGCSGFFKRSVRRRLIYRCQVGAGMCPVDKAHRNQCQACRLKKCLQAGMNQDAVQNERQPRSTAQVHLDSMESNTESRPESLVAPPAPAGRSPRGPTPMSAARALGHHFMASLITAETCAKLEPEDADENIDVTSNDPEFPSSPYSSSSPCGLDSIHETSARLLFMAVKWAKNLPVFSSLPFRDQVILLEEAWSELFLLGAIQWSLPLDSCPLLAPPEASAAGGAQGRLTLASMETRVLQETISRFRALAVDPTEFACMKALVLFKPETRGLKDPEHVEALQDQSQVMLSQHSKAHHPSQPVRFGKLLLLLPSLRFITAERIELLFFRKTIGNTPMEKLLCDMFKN
# NR2E3 ag-2 = agonists of human nuclear receptor NR2E3; GST-NR2E3/biotin-RetCOR TR-FRET, 1536-well; inhibition of corepressor binding, % at 4.78 µM; 320,000 compounds, 0.12% hits; AID 2300;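 active means percent inhibition above the cutoff of mean plus 3 SD of all tested compounds, set per screening campaign, cut at about 20% in these data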;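 further: 0% = DMSO wells and 100% = biotin wells as full block of FRET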
#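 Material: NR2E3–RetCOR corepressor complex / Incubation: Compound–protein incubation for 5 h at 4 °C / Dosing: compound at 4.8 µM, single dose / Detection: time-resolved FRET / Benchmarks: high control biotin, low control 0.6% DMSO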
# LMP1 NFkB inh = Epstein-Barr LMP1 NF-kappaB reporter inhibition. LMP1-induced NF-kappaB luciferase reporter cells, luminescence. inhibition, % at 12.5 µM. 350,000 compounds, 0.69% hits. AID 504558; in the data active means inhibition above about 41%;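 further: 0% = neutral control wells and 100% = reference inhibitor control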
# hiPSC survival = hiPSC single-cell survival enhancement | ATPlite luminescence; 100% = ROCK inhibitor wells, 0% = DMSO | survival enhancement, % at 20 µM | 360,000 compounds, 0.044% hits | AID 602274; in the data active means survival enhancement above about 18%;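 further: cells exposed to compounds for 16 hours before the ATP read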
# C8 TRAIL sens = caspase-8 TRAIL sensitization. NB7+C8 cells + TRAIL, ATPlite viability luminescence. inhibition (viability loss, TRAIL sensitization), % at 10 µM. 360,000 compounds, 1% hits. AID 624354;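 active means compounds causing at least 50% loss of cell viability in the single-dose screen, relative to plate controls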
# Peg3 prom inh = Peg3 promoter activity inhibition | HeLa PEG-Prom luciferase reporter, luminescence, overnight | AID 588405 | 360,000 compounds, 1.7% hits | inhibition, % at 20 µM;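 active means inhibition of at least 50% at 20 µM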
# CF NFkB inh = cystic fibrosis NF-kB activation inhibition. inhibition, % at 5 µM. 360,000 compounds, 0.86% hits. AID 588850. KKLEB NF-kB-GFP reporter, PAF-induced, GFP fluorescence overnight;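 active means at least 50% inhibition at 5 µM, scaled per plate between neutral and stimulator controls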;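 further: PAF is a Pseudomonas aeruginosa culture filtrate used as stimulus; plate controls were PAF-stimulated DMSO wells for no effect and unstimulated DMSO wells for full effect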
# KKLEB tox = CF airway cell cytotoxicity counter-screen; KKLEB CF airway cells viability, ATPlite luminescence, overnight; stronger effect = lower value; cells stimulated with P. aeruginosa culture filtrate; activity change (cytotoxicity), % at 5 µM; 360,000 compounds, 0.36% hits; AID 602141;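 active means corrected activity change at or below -50% at 5 µM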
# Active calls of the source: *; / = no result given.
# Every second line gives: Shn3 inh set2	MITF TRPM1 inh	HIF-2a inh	NR2E3 ag-1	NR2E3 ag-2	LMP1 NFkB inh	hiPSC survival	C8 TRAIL sens	Peg3 prom inh	CF NFkB inh	KKLEB tox
1) NC(=O)c1ccc(C(=O)N/N=C(/Cc2ccccc2)c2ccccc2)cc1
 : 14	-6	-18	7	/	-18	-0.4	-2	24	2	-1
2) COc1cccc(-c2nnn(CCC(=O)O)n2)c1
 : -1	1	28	-11	2	5	-2.5	13	6	-6	8
3) Cc1ccc(CNC(=O)C2CCCN2C(=O)Nc2cccc(Cl)c2)cc1 (configuration not stated)
 : 21	-5	12	-17	-3	-3	0.1	-9	7	5	1
4) Fc1ccc(/C=N\Nc2cccc(F)c2)cc1
 : -3	9	16	-20	4	4	0.1	-4	6	-36	13
5) Cc1ccc(C(=O)N/C(=C/c2cccs2)C(=O)NCCCn2ccnc2)cc1
 : -9	-18	22	-24	1	4	0.7	0	15	-4	1
6) O=S1(=O)CC(N2CCC(Cc3ccccc3)CC2)CN1C1CCCCC1 (configuration not stated)
 : 12	/	9	4	/	/	-2.2	-7	32	-12	6
7) Cc1ccc(NC(=O)CCCn2c(=S)[nH]c3ccsc3c2=O)cc1C
 : 4	-4	3	-9	3	-4	-0.3	3	5	17	2
8) O=C(CN1CCC(NC(=O)Cc2ccccc2)CC1)Nc1ccccc1Br
 : 20	2	16	-21	0	8	-1.5	-1	12	13	-9
9) O=C(NC(=S)NCCCN1CCOCC1)c1cccc2ccccc12
 : 0	1	4	-19	3	-2	-1.2	0	-8	18	2
10) COc1ccc(N2CCN(C(=S)Nc3cccc(OC)c3)CC2)cc1
 : 1	0	6	-15	2	-1	-0.3	-2	-4	8	7
11) COc1ccc(NC(=O)Nc2ccccc2F)c(C)c1
 : -3	-41	-111	-53	5	2	-1.0	0	-108	18	-18
12) CCCCN1CCCCC1(C)C(=O)NCc1cccc(OC)c1 (configuration not stated)
 : -6	/	17	8	/	/	-1.6	2	6	-4	6
13) CCOC(=O)C1=C(C)N=c2s/c(=C\c3ccc(OCC(=O)O)cc3)c(=O)n2C1c1ccccc1OC (configuration not stated)
 : -17	15	23	-17	-2	4	1.5	-20	4	3	22
14) Cc1ccc2c(c1)nnn2C1CCN(C(=O)C23CC4CC(CC(C4)C2)C3)CC1
 : 44	-7	34	-21	0	-26	-2.6	14	24	4	-11
15) Clc1ccc(Nc2c3c(nc4ncnn24)CCC3)cc1
 : 12	14	19	1	0	6	0.2	2	37	11	4
16) CCCC(=O)Nc1nc(C)c(-c2csc(Nc3ccccc3OC)n2)s1
 : 15	11	-14	5	5	0	-1.2	2	15	10	5
17) Cc1nn(C(=O)c2c([N+](=O)[O-])cnn2C)c(C)c1Cl
 : -3	5	5	18	8	-5	-3.3	-19	-6	-4	8
18) N/C(=N\S(=O)(=O)c1cccs1)c1ccccc1
 : 4	0	8	-14	1	0	1.6	1	3	-2	-5
19) CN(CC(=O)Nc1ccc(Cl)cc1)c1ccc(S(=O)(=O)N2CCCCC2)cc1[N+](=O)[O-]
 : 49	0	13	-16	-3	10	-2.8	5	22	7	-8
20) CC(C)n1c(=O)c2ccccc2n1Cc1cn(-c2ccc(Cl)cc2)nn1
 : 12	/	30	-19	/	/	0.2	-7	15	5	-5
21) CC(C)C(=O)NN(C(=O)C(C)C)c1nc2ccccc2s1
 : -19	14	1	-14	-1	-5	0.5	13	-84	-4	6
22) Cc1cccn2c(CN3CCCN(C=O)CC3)c(C(=O)N(C)CCc3ccccc3)nc12
 : -25	13	16	-12	-3	-7	-0.3	-6	3	-10	-3
23) O=C(c1cc2cc(Br)ccc2oc1=O)N1CCCC1
 : -106	-3	2	-11	4	6	1.0	-2	11	-2	-4
24) COc1cccc(NC(=O)c2cn(C)c(=O)c3cc(OC)c(OC)cc23)c1
 : -20	-14	9	8	2	-7	0.6	-11	8	2	-3
25) CC1Cc2ccccc2N1C(=O)C1CC(=O)N(c2ccccc2)C1 (configuration not stated)
 : 6	8	12	-7	2	6	0.1	10	-1	10	-8
26) CCCNC(=O)c1ccc2c(c1)CCN2S(C)(=O)=O
 : 15	-1	19	-10	1	5	-3.7	1	13	7	-6
27) Cc1ccc(CNC(=O)C2CC3Cn4c(nc5cc6ccccc6cc54)C3N2C)o1 (configuration not stated)
 : -18	6	-19	-4	2	-11	-0.5	-2	-42	-9	-5
28) Cc1cc(C)cc(-n2cc(C(=O)O)c(=O)cc2C)c1
 : 0	-5	12	-11	2	6	0.8	-7	-1	-5	0
29) Cc1cc(C)n(-c2nc3c(c(=O)[nH]c(=O)n3C)n2C(C)C)n1
 : -19	2	-3	-18	4	0	-1.5	-1	-8	1	-3
30) CCOC(=O)c1c(C=O)c2ccccc2n1CC
 : -12	8	6	11	2	-1	4.2	-3	-1	14	0

# The final two entries of the section above are carried over, then new ones follow.
# Every second line gives: Shn3 inh set2	MITF TRPM1 inh	HIF-2a inh	NR2E3 ag-1	NR2E3 ag-2	LMP1 NFkB inh	hiPSC survival	C8 TRAIL sens	Peg3 prom inh	CF NFkB inh	KKLEB tox
29) Cc1cc(C)n(-c2nc3c(c(=O)[nH]c(=O)n3C)n2C(C)C)n1
 : -19	2	-3	-18	4	0	-1.5	-1	-8	1	-3
30) CCOC(=O)c1c(C=O)c2ccccc2n1CC
 : -12	8	6	11	2	-1	4.2	-3	-1	14	0
31) COc1ccc2c3c(cccc13)OCC2=O
 : 5	12	15	-41	0	-5	-2.6	-14	-13	-3	-10
32) Cc1cccc(C)c1NC(=O)C1c2cccc[n+]2CC(=O)N1Cc1ccc2c(c1)OCO2 (configuration not stated)
 : 11	-10	8	-3	4	-1	1.0	-4	5	-10	16
33) Cc1ccc(C)c(C2=CSC3=NS(=O)(=O)CCN23)c1
 : 33	2	6	7	-2	-2	-2.6	6	25	-6	-2
34) CC(C)COP(=O)(c1ccc(N(C)C)cc1)C(O)c1ccccc1F (configuration not stated)
 : 48	9	14	10	-2	-8	0.0	-14	19	-8	4
35) O=S(=O)(Nc1cccnc1)c1ccc(Br)c2ccccc12
 : 10	0	17	14	30*	-2	-0.4	-1	19	7	5
36) Cc1ccc(N=C2NC(=O)CS2)cc1
 : -1	13	1	10	-1	2	4.6	17	3	-4	3
37) c1ccc(CCn2nnnc2C(c2cccs2)N2CCOCC2)cc1 (configuration not stated)
 : -9	2	-3	-32	-3	2	-1.7	-8	-5	1	3
38) COc1cccc(NC(=O)COC(=O)c2ccccc2SCC(=O)N2CCCC2)c1
 : -4	-10	-44	13	-2	-5	0.1	6	-53	7	7
39) Cc1cc(OCCOc2cccc3cccnc23)cc(C)c1Cl
 : 5	1	-48	-72	3	0	-4.0	9	-37	11	-25
40) Oc1ccc(C[C@H]2CNCCN2CC2(c3ccccc3)CC2)cc1
 : 11	-27	6	-7	-2	-7	-3.6	4	-3	-3	-13
41) Cc1nc2sc(C(c3ccccc3)N3CCN(C)CC3)c(O)n2n1 (configuration not stated)
 : -11	/	-2	5	-1	-9	-1.9	-9	-2	-17	5
42) COc1ccc(Cl)cc1C(=O)N1CCN(c2ccccn2)CC1
 : 3	-2	3	8	-3	2	1.0	-15	9	-11	-4
43) CC(Sc1nnnn1C)C(=O)Nc1ccccc1-c1ccccc1 (configuration not stated)
 : 2	-7	6	13	1	-13	-2.6	-10	0	8	1
44) Cc1ccccc1N1CCN(C(=S)c2ccc([N+](=O)[O-])cc2)CC1
 : -3	-4	-3	-11	-1	5	1.1	12	21	0	0
45) O=C(CNS(=O)(=O)c1ccccc1)N1CCN(C(=O)c2ccco2)CC1
 : 4	-2	1	-36	0	-6	1.1	-6	-2	22	-4
46) COCCCNS(=O)(=O)c1cccc(S(=O)(=O)c2cccc(S(=O)(=O)NCCCOC)c2)c1
 : 17	16	11	-21	0	8	-0.7	4	4	-21	3
47) O=C(NC(=S)Nc1ccc(NC(=O)c2ccco2)cc1)c1ccccc1
 : 3	1	2	-4	-2	-6	-1.8	6	37	1	-2
48) N#Cc1c(SCC(=O)N2CCOCC2)nsc1SCC(=O)N1CCOCC1
 : 15	2	2	16	1	0	-3.6	11	-6	1	0
49) O=C(Nc1cccc(C(F)(F)F)c1)C1CCN(S(=O)(=O)c2cccnc2)CC1
 : 7	3	-6	6	0	-6	0.2	15	8	28	4
50) CCOC(=O)c1cn(Cc2ccc(C)cc2)nn1
 : 22	1	-14	2	-2	6	1.4	7	-3	15	-21
51) CCCCOc1ccc(-c2n[nH]c(=S)n2Cc2ccccc2)cc1
 : 2	12	7	-2	-3	4	0.0	-23	11	10	11
52) COc1ccc2c(c1)c1nc(SCC(C)C)n(CCO)c(=O)c1n2C
 : 8	8	16	-11	2	-2	0.1	-9	2	6	-6
53) COC(=O)c1cn(C(=O)c2ccccc2)c2ccccc12
 : -5	-6	-34	-3	0	0	0.5	-1	-12	-4	-21
54) Cc1cc2cc(CNC(=O)c3ccc(S(=O)(=O)N4CCCC4)cc3)ccc2n1C
 : 0	4	5	-27	4	-6	-1.8	1	11	-8	15
55) CN(C)CC/C=C1\c2cc(Cl)ccc2Sc2cc(F)c(F)cc21
 : 13	-9	4	-17	1	-5	-0.7	-3	23	6	-4
56) CCOc1ccc(N(CC(=O)NC2CCCC2)C(=O)CCC(=O)Nc2nccs2)cc1
 : 6	4	7	-11	3	10	0.0	2	7	-9	-9
57) O=C(NNC(=O)c1ccncc1)Nc1cc(Cl)ccc1Cl
 : -12	-9	-76	-59	/	-2	-1.0	-7	-55	30	-2
58) COc1ccc(CNCc2ccccc2[N+](=O)[O-])cc1OC
 : -1	12	-23	4	-4	6	0.4	-4	-10	3	-1
59) CCOc1ccc(NC(=O)CN(C)C(=O)C2CC2C)cc1OCC (configuration not stated)
 : -15	-4	8	11	/	6	-0.6	-7	-2	17	-3
60) CCn1nc(C)c(NC(=O)c2cc(Br)ccc2Cl)c1C
 : 20	1	5	1	2	-6	-1.6	-5	12	-15	9
61) c1ccc2c(c1)ncn2CCC1CCCCC1
 : -22	-20	-45	-20	0	-6	-2.2	-6	-50	42	-16
62) Cc1ccc(C2CC2c2n[nH]c(=S)n2-c2cccc(Cl)c2)cc1 (configuration not stated)
 : -15	-3	15	-15	-1	3	0.6	-5	17	-12	0
63) COc1ccc(CCN(C)C(=O)CN2C(=O)c3ccccc3S2(=O)=O)cc1OC
 : 21	-3	-1	-3	-1	-5	-0.2	-13	19	-7	-1
64) CCOC(=O)N1CCC(NC(=O)CS(=O)(=O)Cc2nc(-c3cccc(OC)c3)oc2C)CC1
 : -9	2	9	13	1	1	1.1	-15	3	-10	10
65) COc1c(NC(C)=O)c2c(c([N+](=O)[O-])c1OC)C(=O)OC2
 : -14	2	3	7	/	-3	1.5	-8	9	13	11
66) O=[N+]([O-])c1ccc(COc2cccc(CNc3ccc(Br)cc3)c2)cc1
 : 13	6	-2	-22	-4	-7	3.4	-7	38	-3	-2
67) COC(=O)C1=C(C)N(Cc2ccccc2)C(=NCCc2cccnc2)N[C@H]1c1ccccc1
 : 15	-9	-2	-1	2	3	-3.9	4	-22	-10	-2
68) COC(=O)C1(C)NCCc2c1[nH]c1ccccc21 (configuration not stated)
 : 13	-8	14	-4	-3	-2	-0.7	-5	-5	0	10

# These rows are one share of the data; rates above refer to the full screens.
